Assay outcomes deposited in PubChem by several laboratories.
HPDE-C7 cytotoxicity = HPDE-C7 pancreatic duct cell viability loss – fluorescence, HTS (AID 430); HPDE-C7 pancreatic duct cells viability, fluorescence; higher % means a stronger effect; cytotoxicity, % at 10 µM, or EC50 in µM where a hit was titrated; 63,000 tested, 1.8% active;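 note: cells exposed to compound for 48 hours before viability readout; 0% = vehicle and 100% = reference cytotoxic drug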
Bfl-1 inhibitors = Bfl-1 inhibitors, primary screen, biochemical, fluorescence polarization, FITC-Bid, mouse (AID 432); FITC-Bid BH3 peptide fluorescence polarization displacement; higher % means a stronger effect; displacement, % at 20 µM, or IC50 in µM where a hit was titrated; 64,000 tested, 0.02% active; in the data active = a potency from the dose series; inactive = the rest, 99 in 100 with displacement below about 15%; note: strong numbers were not always called active
Alkaline phosphatase = inhibition of tissue-nonspecific alkaline phosphatase – biochemical, luminescent (AID 518); 64,000 tested, 0.09% active; inhibition, % at 20 µM; hits with a dose series show IC50 in µM; purified TNAP enzyme, luminescent substrate readout; higher % means a stronger effect; in the data active = a potency from the dose series; inactive = the rest, 99 in 100 with inhibition below about 22%;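 note: plate controls were vehicle for no effect and reference inhibitor for full effect; many of its hits are not listed in these tables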
KRASV12 cytotoxicity = cytotoxicity in KRAS-transformed pancreatic duct cells, primary screen, cell-based, fluorescence, HTS (AID 431) | HPDE-C7K KRASV12 cells, Alamar Blue viability, 48 h; higher % means a stronger effect | one-dose cytotoxicity, % at 10 µM; EC50 in µM for titrated hits | 63,000 tested, 1.7% active;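 active = compounds whose percent cytotoxicity in the single-dose primary screen, scaled between solvent and toxic-drug controls, exceeds 50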;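 note: 0% = DMSO solvent wells and 100% = doxorubicin-treated wells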
LYP phosphatase = LYP phosphatase inhibitors, primary screen, biochemical, DiFMUP fluorescence, recombinant catalytic domain, 10 µM (AID 606). recombinant LYP catalytic domain, DiFMUP fluorescence; higher % means a stronger effect. inhibition, % at 10 µM; hits with a dose series show IC50 in µM. 52,000 tested, under 10 active;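 active = IC50 under 40 µM in the dose-response test; inactive = IC50 of 40 µM or more, or never dose-tested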
PMK inhibit = blocks S. pneumoniae phosphomevalonate kinase. purified PMK, PK/LDH-coupled NADH absorbance 340 nm. inhibition, % at 10 µM. 65,000 tested, 0.49% active;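 active = top-ranked compounds by inhibition in the single 10 µM screen, taking a fixed number of the strongest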;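 note: 0% = full reaction with DMSO carrier and 100% = background rate without enzyme reaction; no value below 0 was filed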
MK inhibit = inhibitors of Streptococcus pneumoniae mevalonate kinase. inhibition, % at 10 µM. purified MK, PK/LDH-coupled NADH absorbance 340 nm. 65,000 tested, 0.48% active;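 active = ranked among the strongest by inhibition in the single 10 µM screen, a fixed top-ranked set picked for dose follow-up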; note: no value below 0 was filed
DPM-DC inhibit = S. pneumoniae DPM-DC inhibition. purified DPM-DC, PK/LDH coupled NADH fluorescence. calls only at 10 µM. 65,000 tested, 0.49% active. AID 556;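 active = the 320 compounds with the highest percent inhibition in the single-dose primary screen, excluding strongly autofluorescent ones, cut at about 32% in these data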;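 note: kinetic rate of NADH fluorescence loss reporting ADP formed by the decarboxylase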
HT1080 viability = cytotoxicity in HT1080 fibrosarcoma cells, cell-based, fluorescence readout (AID 620); HT1080 viability, fluorescence; higher % means a stronger effect; one-dose cytotoxicity, % at 10 µM; EC50 in µM for titrated hits; 87,000 tested, 0.42% active;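 note: cells exposed to compound overnight then 4 h with Alamar Blue; 0% = vehicle DMSO and 100% = killing control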
PMK inhibit pilot replicates = recorded beside PMK inhibit, whose call it bears; inhibition, %; measured here: pilot screen replicates
MK inhibit pilot replicates = further read-out of MK inhibit, marked with its call; inhibition, %; measured here: pilot screen replicates
DPM-DC inhibit pilot screen % = second read-out of DPM-DC inhibit, no call of its own (marks repeat the call); inhibition, %; measured here: pilot screen trials
Numbers without * were called inactive; i = inactive; / = not tested or not shown. Cut-off read from the data, not from the text of the source, unless noted: active = cytotoxicity above about 50%; inactive = the rest. No enrichment for hits, and some 3.5% of all compounds hit somewhere here.

SMILES	HPDE-C7 cytotoxicity	Bfl-1 inhibitors	Alkaline phosphatase	KRASV12 cytotoxicity	LYP phosphatase	PMK inhibit	MK inhibit	DPM-DC inhibit	HT1080 viability	others
Cc1c(C)n(C(=O)CSc2ncn[nH]2)c2ccccc12	-16%	-9%	4%	-6%	-2%	13	4	i	-2%
Cc1cccc(NCN2C(=O)c3ccncc3C2=O)n1	-4%	-3%	9%	6%	/	20	0	i	-2%
c1ccc2c(c1)CCN(CCCNc1nc3ccccc3n3cnnc13)C2	2%	1%	-1%	-8%	/	3	0	i	3%
O=C(Cn1nnc(-c2ccccc2NC(=O)c2cccs2)n1)Nc1ccccc1	-7%	-4%	8%	-7%	12%	15	11	i	0%
CCn1c(SCC(=O)Nc2ccccc2N2CCCCC2)nc2c1c(=O)n(C)c(=O)n2C	-11%	-4%	11%	4%	6%	13	8	i	-1%	PMK inhibit pilot replicates=1.5;MK inhibit pilot replicates=1.5;DPM-DC inhibit pilot screen %=0.0
COc1ccccc1NC(=O)CCC(=O)O	-2%	4%	12%	-2%	-1%	0	7	i	/
CC(=O)OCC(=O)Nc1ccc(Cl)cc1Cl	-23%	4%	0%	-26%	-9%	8	0	i	-9%
Cc1cc(N2CCN(C3CCCC3)CC2)n2c(nc3ccccc32)c1C#N	-3%	-1%	-15%	-4%	2%	8	9	/	-3%	PMK inhibit pilot replicates=0.5;MK inhibit pilot replicates=0.0
Cc1nnc2n1NC(c1ccc(Cl)cc1)C(C(=O)N(C)C1CCCCC1)S2 (stereo not drawn)	4%	-4%	-2%	-4%	4%	5	2	i	-3%
COC(=O)c1c(NC(=O)Cc2cccs2)sc(C(=O)N2CCCCC2)c1C	/	-2%	7%	/	-24%	8	11	i	26%
CC(=O)Nc1cccc(-c2csc(NCc3ccco3)n2)c1	11%	-9%	14%	22%	-3%	14	17	i	29%
Cc1cc(=O)n2c(C)n[nH]c2n1	-3%	0%	6%	9%	-9%	14	11	i	12%
Cc1cc(C2C(=O)CC(=O)CC2c2ccccc2)on1 (stereo not drawn)	-7%	0%	13%	-13%	8%	10	8	i	0%
O=C(CSc1nnc(NC2CCCCC2)s1)NC1CCS(=O)(=O)C1 (stereo not drawn)	-1%	0%	-4%	-2%	/	7	3	i	5%
COc1cc2c(cc1OC)C1(CCCC1)CNC2C (stereo not drawn)	/	/	/	/	17%	5	4	i	4%
CCOC(=O)CSc1nnc(CNC(=O)c2ccco2)n1-c1ccc(F)cc1	-2%	-4%	8%	-4%	/	15	0	i	7%
CCOCCCNCC(=O)Nc1ccccc1N1CCOCC1	-16%	3%	0%	-12%	-14%	16	33	i	10%
O=C(COC(=O)C1CC(=O)N(c2ccc3c(c2)OCCO3)C1)Nc1ccc2c(c1)CCC2 (stereo not drawn)	2%	0%	13%	3%	5%	7	0	i	4%
CCCCCOC(=O)Cn1c(SCC(=O)Nc2ccccc2)nc2c1c(=O)[nH]c(=O)n2C	-11%	0%	8%	10%	4%	7	9	i	13%
Cn1nc(CC(=O)Nc2ncc(Br)s2)c2ccccc2c1=O	16%	-1%	7%	7%	8%	25*	0	i	/
O=C(NCc1ccc(F)cc1)C(c1cccs1)N(C(=O)c1csnn1)C1CC1 (stereo not drawn)	-32%	5%	8%	-37%	-7%	12	6	i	14%
CCOC(=O)CNc1nc(C(C)(C)C)nc2c1nnn2Cc1ccccc1Cl	-6%	-1%	8%	6%	/	0	9	i	-2%
Cc1ccccc1NC(=O)CNc1ccccc1N1CCCCC1	-11%	-2%	3%	2%	10%	5	0	i	-4%
COc1ccc(-c2c3c(=O)n(C)c(=O)n(C)c3cn2-c2cccc(OC)c2)cc1	-3%	-3%	10%	6%	/	10	8	/	-5%	PMK inhibit pilot replicates=0.0;MK inhibit pilot replicates=0.0
Cc1ccc(CNC(=O)C2C3C=CC(C3)C2C(=O)O)cc1 (stereo not drawn)	9%	-9%	8%	2%	-11%	8	10	i	-2%
COC(=O)c1cccc(Nc2cc(C)nc(-c3ccccc3O)n2)c1	-11%	-1%	11%	1%	/	2	0	i	3%	PMK inhibit pilot replicates=6.0;MK inhibit pilot replicates=2.0;DPM-DC inhibit pilot screen %=4.0
CCCn1c(CNC(=O)Cc2ccccc2)nc2ccccc21	-2%	-3%	0%	-2%	2%	0	14	i	22%
COc1ccc(C(=O)CSc2nnc(-c3ccccn3)n2Cc2ccco2)cc1	-5%	-4%	10%	5%	-6%	12	16	i	4%
CCOC(=O)C1C(c2ccccc2Cl)NC(=O)N(C)C1(O)C(F)(F)F (stereo not drawn)	/	0%	13%	/	/	13	0	i	1%
CC(=O)N1CCc2cc(C(=O)CN3CCC(C)CC3)ccc21	-1%	-8%	5%	3%	11%	7	5	i	-17%
c1cn2cc(CN3CCOCC3)nc2s1	-5%	4%	2%	-3%	16%	20	2	i	17%
O=C1c2cccc3cccc(c23)C(=O)N1c1nccs1	-34%	-1%	4%	-30%	/	22	10	i	7%
Cc1cc(N2CCCC2=O)cc(C)c1CN1C(=O)c2ccccc2C1=O	/	/	/	/	9%	9	6	i	-5%
O=C(CCCOc1ccccc1)N1CCN(c2ccccn2)CC1	2%	8%	13%	17%	-6%	9	3	i	8%	PMK inhibit pilot replicates=4.0;MK inhibit pilot replicates=2.5;DPM-DC inhibit pilot screen %=4.0
O=C(CCSCCc1ccccn1)Nc1nccs1	2%	5%	5%	2%	-13%	4	7	i	2%
CS(=O)(=O)Nc1ccc(C(=O)NCc2ccco2)cc1	-4%	1%	12%	-1%	12%	8	7	i	-4%	PMK inhibit pilot replicates=4.0;MK inhibit pilot replicates=5.0;DPM-DC inhibit pilot screen %=2.0
COc1c(F)c(F)c(C(=O)Nc2cccc(Cl)c2N2CCOCC2)c(F)c1F	-4%	-7%	8%	-8%	14%	8	7	i	-4%
CN1CCN(C(=O)c2cnn(-c3ccccc3)c2NC(=O)c2cccs2)CC1	-9%	0%	-3%	-10%	-8%	5	4	i	/
O=C(NCCCN1CCC(Cc2ccccc2)CC1)C1CC(=O)N(C2CCCC2)C1 (stereo not drawn)	-11%	-1%	0%	-26%	15%	4	11	i	-2%
CCOc1cc(C(=O)Nc2cnccn2)cc(OCC)c1OCC	17%	3%	6%	24%	8%	1	2	i	18%
O=C(COC(=O)C12CC3CC(CC(O)(C3)C1)C2)N1CCN(S(=O)(=O)c2ccc(Cl)cc2)CC1	-11%	-2%	8%	-6%	/	0	0	i	2%	PMK inhibit pilot replicates=7.0;MK inhibit pilot replicates=7.0;DPM-DC inhibit pilot screen %=3.0
CCn1c(SCC(=O)c2ccc(Cl)s2)nnc1-c1cccs1	-17%	-9%	7%	-21%	/	12	11	i	17%
CCCC(=O)Nc1ccc(N2CCCCC2)cc1	/	3%	12%	/	/	17	7	i	-1%
O=C1NC(=O)C2(COC3(CCCC3)OC2)S1	-2%	-9%	4%	-3%	5%	5	10	i	-4%
COc1ccc(NC(=O)c2oc3ccccc3c2NC(=O)c2ccco2)cc1	9%	-2%	17%	-1%	10%	7	0	i	2%	PMK inhibit pilot replicates=0.0;MK inhibit pilot replicates=0.0;DPM-DC inhibit pilot screen %=0.0
O=c1oc2ccccc2cc1C1=Nn2c(nnc2-c2cccnc2)SC1	-25%	-7%	9%	-11%	17%	7	4	i	7%
CCCC(C)n1[nH]c(=O)cc1N (stereo not drawn)	-2%	-1%	2%	-8%	4%	4	3	i	9%
CN(C#N)c1nc(N2CCOCC2)nc(N2CCOCC2)n1	-13%	-12%	13%	-12%	/	7	0	i	2%	PMK inhibit pilot replicates=0.0;MK inhibit pilot replicates=0.0;DPM-DC inhibit pilot screen %=2.0
CCOC(=O)c1sc(NC(=O)CCSC)nc1C	26%	-1%	6%	0%	/	0	8	i	6%
Cc1onc(-c2ccccc2)c1C(=O)Nc1ccc2c(c1)OCCO2	-20%	1%	11%	-9%	7%	8	7	i	3%
N#Cc1c2c(c(-c3ccccc3)[nH]c1=O)CCCC2	12%	0%	16%	13%	4%	4	3	i	-4%
Cc1ccc2nc(Nc3ncc4c(n3)CCCC4=O)nc(C)c2c1	-18%	-4%	5%	-6%	/	10	0	i	13%
COc1ccccc1NC(=O)NC1(C(=O)N2CCC(O)CC2)CCCCC1	-6%	-3%	9%	-2%	/	0	9	i	-1%	PMK inhibit pilot replicates=0.5;MK inhibit pilot replicates=0.0;DPM-DC inhibit pilot screen %=0.0
O=C(CCCn1c(=S)[nH]c2cc3c(cc2c1=O)OCO3)N1CCN(c2ccccn2)CC1	-3%	-7%	9%	2%	8%	11	6	i	2%
CC(=O)c1cccc(-n2c(CCC(=O)O)ccc2-c2cccs2)c1	-11%	6%	7%	-20%	13%	13	2	i	-2%
COc1ccc(CC(NC(C)=O)C(=O)NC2CCN(C(=O)NCc3ccccc3)CC2)cc1 (stereo not drawn)	2%	4%	17%	0%	15%	8	4	i	0%
COc1ccc2nc(NCc3ccccc3)[nH]c2c1	39%	8%	3%	40%	-5%	10	9	i	25%
CCCn1c(=O)c2ccccc2n2c(SCc3c(C(=O)OCC)oc4ccccc34)nnc12	-4%	1%	7%	-5%	15%	6	6	i	1%
COC(=O)c1[nH]c2cc(C)ccc2c1NC(=O)CN1CCN(C(=O)c2ccco2)CC1	-5%	-9%	4%	-9%	1%	10	11	i	6%
C=C(C)CC1N(c2cccc(OC)c2)C(=O)[C@@H]2C(C(=O)O)[C@H]3C=C[C@@]12O3 (stereo partly drawn)	-3%	-1%	11%	0%	1%	8	0	i	-4%

2 entries drawn at random from the list so far, as already listed:
SMILES	HPDE-C7 cytotoxicity	Bfl-1 inhibitors	Alkaline phosphatase	KRASV12 cytotoxicity	LYP phosphatase	PMK inhibit	MK inhibit	DPM-DC inhibit	HT1080 viability	others
CCCC(C)n1[nH]c(=O)cc1N (stereo not drawn)	-2%	-1%	2%	-8%	4%	4	3	i	9%
O=c1oc2ccccc2cc1C1=Nn2c(nnc2-c2cccnc2)SC1	-25%	-7%	9%	-11%	17%	7	4	i	7%

Additional results
SMILES	HPDE-C7 cytotoxicity	Bfl-1 inhibitors	Alkaline phosphatase	KRASV12 cytotoxicity	LYP phosphatase	PMK inhibit	MK inhibit	DPM-DC inhibit	HT1080 viability	others
COC(=O)N1CCN(c2ccc(Cl)c(Cl)c2)CC1	1%	-7%	7%	6%	0%	9	7	i	0%
Cc1nc2ccccc2c2oc(C(=O)NCc3ccccn3)cc12	4%	2%	-4%	7%	6%	8	5	i	-22%	PMK inhibit pilot replicates=4.0;MK inhibit pilot replicates=5.0;DPM-DC inhibit pilot screen %=2.0
Cc1c(NC(=O)c2ccc(Br)o2)c(=O)n(-c2ccccc2)n1C	-3%	-8%	17%	13%	3%	5	4	i	1%	PMK inhibit pilot replicates=3.0;MK inhibit pilot replicates=0.0;DPM-DC inhibit pilot screen %=1.0
C=CCOc1cccc(C2C(C(=O)c3ccco3)=C(O)C(=O)N2CCN(CC)CC)c1 (stereo not drawn)	/	0%	7%	/	-5%	3	12	i	1%
O=C(CSc1nnc(-c2ccncc2)n1-c1ccc(Cl)cc1)N1CCOCC1	-17%	2%	-2%	-2%	10%	3	15	i	7%
